High-throughput results deposited in PubChem BioAssay by several laboratories.
WT yeast gro inh – growth inhibition of WT strain, primary screen, mitochondrial fusion inhibitor project, WT and mutant strains, chemical genetic; inhibition, % at 10 µM; 190,000 tested, 2.1% active; mitochondrial fusion phenotypic screen; AID 1362, 2008; in the data active means inhibition above about 58%; tested in S. cerevisiae
Autophagy HCS – autophagy modulators in MEF cells, primary screen, imaging, high-content, MEF GFP-LC3 | MEF GFP-LC3 puncta imaging; test concentration mostly 10 µM | calls only at 10 µM (by protocol) | 190,000 tested, 0.98% active;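 active means percentage of spot-positive cells more than 3 SD above its plate mean, without a fluorescence outlier flag or 80% toxicity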;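 further: spot-positive cell cutoff set from DMSO-treated cells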
Insulin prom up – insulin promoter activators in MIN6 cells, imaging, high-content screening, mouse beta cells. MIN6 insulin promoter-GFP reporter; hits give high values. z-score at 5 µM. 190,000 tested, 0.3% active;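 active means z-score above 3 at 5 µM with at least 500 cells counted in the well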
Yfh1-off respiration – enhancers of respiration in Yfh1-depleted yeast, dose response, Friedreich's ataxia, plus single-dose screen (AID 1465) | S. cerevisiae Yfh1-off respiration, WST-1 reduction, 72 h; higher fold induction means a stronger effect | one-dose fold induction at 50 µM; EC50 in µM for titrated hits | 220,000 tested, 0.074% active;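 active means fold induction of absorbance versus untreated yeast above a set limit, then at least 30% activation at any dose in follow-up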;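 further: activators that raise dye reduction in frataxin-depleted yeast; strong numbers were not always called active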
Lipid droplet – inhibitors of hepatocyte lipid droplet formation, primary screen, imaging, high-throughput imaging, BODIPY stain; AML12 mouse hepatocytes, oleate lipid droplets; inhibition, % at 6.5 µM; 240,000 tested, 0.4% active;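 active means lipid droplet intensity inhibited by at least 50%, with more than 500 cells counted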
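Test system: AML12 mouse liver cells; schedule: overnight exposure; technique: high-content imaging of BODIPY-stained droplets and DAPI nuclei; read-out: % inhibition of corrected integrated BODIPY droplet signal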
Dynein cargo inh – inhibitors of GR-EGFP nuclear translocation, primary screen, dynein cargo transport inhibitor project, imaging, high-content, 3617.4 mouse cells. test concentration mostly 20 µM; stimulated with dexamethasone, 1 µM; hits give low values. z-score, hits read low. 220,000 tested, 0.47% active;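 active means plate z-score of nuclear minus cytoplasmic receptor signal below a set negative limit, without overly bright fluorescence or cell loss, cut at about -3.5 in these data, passing the limit was not always enough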;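 further: z-score of nuclear minus cytoplasmic ring GR-EGFP intensity difference per well; some compounds called inactive have numbers as strong as hits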
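Buffer or medium: tet-free medium with charcoal-stripped serum / Also added: dexamethasone agonist, 1.0 µM final, for 30 min / Timing: induction 48 h, compound 1 h, agonist 30 min / Measured by: high-content fluorescence imaging after fixation / Read-out: nuclear-to-cytoplasmic GR-EGFP distribution per well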
MT stabilize HCS – microtubule stabilizers in HeLa cells, primary screen, imaging, high-content imaging. % tubulin-high responders, % at 10 µM. 200,000 tested, 0.83% active. HeLa tubulin immunostaining HCS, 24 h; share of cells brighter than vehicle mean+2SD;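 active means plate Z-score above 3 for both tubulin-high and condensed-nucleus cell shares, with cell loss under 80%, at 10 µM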;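 further: anti alpha tubulin signal scored within the nucleus-defined area of each cell; some results filed as inactive read as strong as hits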
NOD2 inhibition – NOD2 signaling inhibitors, cell-based, luminescence, uHTS, HEK293 (AID 1566); one-dose inhibition, % at 4 µM; EC50 in µM for titrated hits; 290,000 tested, 0.63% active; HEK293 NOD2/NF-kB luciferase reporter, luminescence; higher % means a stronger effect; in the data active means inhibition above about 50%; further: many of its hits are not listed in these tables
b-catenin transl – modulators of beta-catenin nuclear translocation, primary screen, imaging, HeLa cells, immunofluorescence, high-content; nuclear translocation activity, % at 5 µM; 190,000 tested, 0.3% active; AID 1665, 2009;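 active means nuclear translocation activity above 50% at 5 µM, with a well cell count of 50 or more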;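 further: per-cell ratio of nuclear to cytoplasmic median beta-catenin stain intensity; plate controls were DMSO negative control for no effect and GSK-3 inhibitor IX positive control for full effect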
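System: HeLa cells, endogenous beta-catenin; compound dosing: 5 µM primary single dose, 0.1% DMSO, 0.02–20 µM confirmation series; incubation: 24 h compound exposure at 37°C, 5% CO2; signal: beta-catenin immunofluorescence imaging with DAPI; evaluation: % activation, nuclear-to-cytoplasmic median beta-catenin signal ratio per cell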
WT yeast gro inh mutant strain – recorded beside WT yeast gro inh, whose call it bears; inhibition, %; mitochondrial fusion phenotypic screen, mutant strain inhibition
Dynein cargo inh cytoplasmic EGFP – further read-out of Dynein cargo inh, marked with its call; z-score; measured here: cytoplasmic GR-EGFP intensity; hits give high values
Dynein cargo inh nuclear GR-EGFP – further read-out of Dynein cargo inh, marked with its call; z-score; measured here: nuclear GR-EGFP intensity;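 lower value marks the stronger effect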
Dynein cargo inh cell count – further read-out of Dynein cargo inh, marked with its call; z-score; measured here: cell count per field
Insulin prom up cell count – recorded beside Insulin prom up, whose call it bears; cell count; measured here: cytotoxicity, nuclei count;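 total cells summed across four imaged fields per well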
Lipid droplet cells 6.5 µM – recorded beside Lipid droplet, whose call it bears; cell count; measured here: cell count, cytotoxicity flag;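 cells counted across two imaged fields per well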
b-catenin transl cell count 5 µM – further read-out of b-catenin transl, marked with its call; cell count; measured here: cell count, cytotoxicity flag
MT stabilize HCS Hoechst-high % – second read-out of MT stabilize HCS, no call of its own (marks repeat the call); % Hoechst-high responders; measured here: nuclear condensation Hoechst responders;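 share of cells brighter than vehicle mean plus two SD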
MT stabilize HCS cytotoxicity % – second read-out of MT stabilize HCS, no call of its own (marks repeat the call); toxicity, %; measured here: cytotoxicity by cell density;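 0% = mean cell density of plate MIN control wells and 100% = no cells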
Autophagy HCS cell loss 18 h – recorded beside Autophagy HCS, whose call it bears; toxicity, %; measured here: cell loss, nuclei count;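 cell loss after 18 h compound exposure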
Active calls of the source: *; i = inactive; / = not tested or not shown. The list is partial; rates above refer to the full screens.

SMILES	WT yeast gro inh	WT yeast gro inh mutant strain	Autophagy HCS	Autophagy HCS cell loss 18 h	Insulin prom up	Insulin prom up cell count	Yfh1-off respiration	Lipid droplet	Lipid droplet cells 6.5 µM	Dynein cargo inh	Dynein cargo inh cytoplasmic EGFP	Dynein cargo inh nuclear GR-EGFP	Dynein cargo inh cell count	MT stabilize HCS	MT stabilize HCS Hoechst-high %	MT stabilize HCS cytotoxicity %	NOD2 inhibition	b-catenin transl	b-catenin transl cell count 5 µM
Cc1ccc(-c2nnn(CC(=O)N3c4ccccc4CCc4ccccc43)n2)cc1	7	4	i	3	/	/	i	-6	647	-0.6	-0.28	-0.25	1.1	1.7	1.1	8.5	3%	-0.4	1149
CCn1cc([N+](=O)[O-])c(C(=O)N2N=C(c3ccc(OC)cc3OC)CC2c2ccccc2O)n1 (stereo not drawn)	-14	-28	i	-2	0.39	1228	i	21	781	1.9	-0.24	0.82	-1.3	2.4	4.3	11	/	-3.8	537
Cc1cc(NC(=O)Nc2cccc([N+](=O)[O-])c2)no1	-9	-4	i	-21	1	1583	i	6	669	0.19	-0.32	0.14	0.56	2.1	1.8	5.8	14%	-0.6	1037
Cc1ccccc1C(=O)Nc1nnc(CC(=O)N/N=C/c2cn(Cc3ccccc3)c3ccccc23)s1	/	/	/	/	-0.09	1091	i	-1	662	0.42	0.34	0.99	-1.3	/	/	/	-9%	0.1	1375
O=C(CCn1c(=O)[nH]c2ccsc2c1=O)Nc1ccc(F)c(F)c1	2	1	i	8	0.6	1538	i	/	/	0.85	0.029	1.1	-0.46	2.8	1.3	8.0	10%	-1.4	1334
CC1=C(C(N)=O)C(c2cccc(O)c2)n2nc(CCCO)nc2N1 (stereo not drawn)	17	11	i	0	1.6	968	i	/	/	0.27	-0.18	0.31	-0.29	7.9	2.3	4.6	4%	-1.7	1138
COc1ccc(N2CCN(CC(=O)Nc3ccccc3SC)CC2)cc1	6	7	i	5	/	/	i	1	748	0.96	-0.26	0.55	-0.63	2.0	1.3	1.8	27%	0.5	1499
CCC1=C/C(=C/N(C)c2ccccc2)C(=O)S1	9	9	i	-10	0.48	1000	i	/	/	-0.77	-0.057	-0.12	-0.4	2.4	2.9	6.8	-22%	/	/
COc1ccc(N2CCN(C(=O)CCCn3c(=O)[nH]c4ccsc4c3=O)CC2)cc1	-11	-2	i	5	0.67	909	i	/	/	-0.99	-0.29	-0.54	0.78	6.1	2.4	3.8	0%	/	/
CCS(=O)(=O)Nc1ccc(C2=NN(C(=O)c3ccco3)C(c3cccc(F)c3)C2)cc1 (stereo not drawn)	5	10	i	15	/	/	i	5	707	2.2	-0.2	1.5	-1.1	4.1	1.8	11	16%	1.3	1166
CN(CC(=O)N1CCN(c2ccccc2)CC1)S(=O)(=O)c1cnc[nH]1	1	-22	i	2	-0.42	1655	i	/	/	0.54	-0.22	0.7	-1.3	5.6	2.8	7.7	7%	0.0	1268
O=C(CCCC(=O)N(CC(=O)NC1CCCC1)Cc1ccc2c(c1)OCO2)Nc1ccccn1	-22	-13	i	6	-0.06	922	i	/	/	0.46	-0.42	0.043	0.31	2.2	2.4	12	8%	2.5	1117

Arranged by SMILES length (rising): some entries from above
SMILES	WT yeast gro inh	WT yeast gro inh mutant strain	Autophagy HCS	Autophagy HCS cell loss 18 h	Insulin prom up	Insulin prom up cell count	Yfh1-off respiration	Lipid droplet	Lipid droplet cells 6.5 µM	Dynein cargo inh	Dynein cargo inh cytoplasmic EGFP	Dynein cargo inh nuclear GR-EGFP	Dynein cargo inh cell count	MT stabilize HCS	MT stabilize HCS Hoechst-high %	MT stabilize HCS cytotoxicity %	NOD2 inhibition	b-catenin transl	b-catenin transl cell count 5 µM
COc1ccc(N2CCN(CC(=O)Nc3ccccc3SC)CC2)cc1	6	7	i	5	/	/	i	1	748	0.96	-0.26	0.55	-0.63	2.0	1.3	1.8	27%	0.5	1499
COc1ccc(N2CCN(C(=O)CCCn3c(=O)[nH]c4ccsc4c3=O)CC2)cc1	-11	-2	i	5	0.67	909	i	/	/	-0.99	-0.29	-0.54	0.78	6.1	2.4	3.8	0%	/	/
Cc1ccccc1C(=O)Nc1nnc(CC(=O)N/N=C/c2cn(Cc3ccccc3)c3ccccc23)s1	/	/	/	/	-0.09	1091	i	-1	662	0.42	0.34	0.99	-1.3	/	/	/	-9%	0.1	1375

New compounds follow:
SMILES	WT yeast gro inh	WT yeast gro inh mutant strain	Autophagy HCS	Autophagy HCS cell loss 18 h	Insulin prom up	Insulin prom up cell count	Yfh1-off respiration	Lipid droplet	Lipid droplet cells 6.5 µM	Dynein cargo inh	Dynein cargo inh cytoplasmic EGFP	Dynein cargo inh nuclear GR-EGFP	Dynein cargo inh cell count	MT stabilize HCS	MT stabilize HCS Hoechst-high %	MT stabilize HCS cytotoxicity %	NOD2 inhibition	b-catenin transl	b-catenin transl cell count 5 µM
CCOc1cc2c(Cl)ncnc2c(OCC)c1OCC	/	/	/	/	/	/	i	13	787	0.77	-0.22	0.14	-0.11	/	/	/	10%	3.3	964
Nc1c(C(=O)c2cccs2)oc2ccccc12	-4	0	i	1	-0.23	1199	i	/	/	2.6	-0.21	0.99	-0.55	4.3	1.6	5.4	-43%	-5.7	1064
O=C(O)CSCc1cn2cc(Cl)ccc2n1	9	13	i	-9	0.01	988	i	4	720	0.2	0.14	0.33	-0.099	0.7	0.8	4.8	16%	/	/
CCSC1=N/C(=C\C=C2/Oc3ccccc3N2CC)C(=O)S1	/	/	/	/	0.39	932	i	14	738	0.35	-0.33	0.13	-0.33	/	/	/	-5%	0.8	1236
O=C(NCC(=O)N(c1cccnc1)C(C(=O)NC1CCCC1)c1cccs1)c1ccco1 (stereo not drawn)	-4	8	i	-17	-0.16	1435	i	3	659	-0.95	-0.29	-0.36	0.79	1.2	1.1	14	15%	-0.6	1038
Nc1ccc(C(=O)Nc2ccccc2C(=O)O)cc1	-33	-25	i	24	0.27	929	i	/	/	0.44	-0.19	0.36	0.11	1.1	1.0	10.0	7%	/	/
CC(C)Cn1c(-c2ccco2)csc1=Nc1cccnc1	11	6	i	8	-0.24	1133	i	/	/	-1.6	-0.23	-1.2	1.2	1.6	1.8	8.3	17%	0.4	1435
Cc1cc(C)c(S(N)(=O)=O)c(C)c1-n1cnnn1	7	19	i	-8	0.6	1271	i	3	737	-0.84	-0.21	0.027	2.1	3.3	1.8	7.8	16%	/	/
O=C(Nc1ccc(Cl)cc1)c1ccc(OCC2CCCO2)cc1 (stereo not drawn)	-14	-5	i	3	0.75	1184	i	4	665	-0.47	-0.29	-0.23	1	5.2	2.3	13	-44%	2.0	1038
CC1(C)CC2CC(C)(CN2/C=N/c2sc3c(c2C#N)CC(C)(C)NC3(C)C)C1 (stereo not drawn)	/	/	/	/	/	/	i	6	735	-1.5	-0.25	-0.68	1.5	/	/	/	-8%	-0.5	1307
CCc1nnc(NS(=O)(=O)c2ccc(NC(=S)NC(=O)c3cccs3)cc2)s1	-4	6	i	-10	0	1508	i	0	750	-0.73	-0.35	0.027	0.82	3.9	1.8	3.2	12%	-0.6	989
Cc1nc(NC(=S)NC(=O)c2cccs2)ccc1Br	22	16	i	5	0.51	1269	i	-17	684	0.37	-0.25	0.28	-0.59	5.7	2.3	0.2	10%	/	/
COc1ccc(CNC(=O)CCn2cccc2)cc1	-9	-2	i	-2	0.53	749	/	-11	693	-0.27	-0.056	0.16	0.83	1.1	1.5	12	-13%	-1.4	1075
Cc1nc2scc(-c3ccccc3)c2c(=O)n1/N=C/c1ccco1	4	-6	i	-10	-0.45	1015	i	/	/	-0.58	-0.18	0.07	0.35	2.2	1.8	0.6	-1%	-1.8	1182
C/C(=N\n1cnnc1)c1ccc(C#N)cc1	0	22	i	9	0.09	1271	i	20	726	0.32	-0.19	-0.17	0.55	3.2	2.9	8.3	16%	-2.2	1043
CCOC(=O)C(C)NC(=O)Cn1ncc2c(=O)oc3ccc(C)cc3c21 (stereo not drawn)	/	/	/	/	0.4	1067	i	-25	677	-0.01	-0.22	0.38	0.51	/	/	/	10%	0.7	1381
O=C1/C(=C/c2ccncc2)SC(=S)N1C1CCS(=O)(=O)C1 (stereo not drawn)	-14	-13	i	20	-0.66	1434	i	/	/	-3	0.19	-1.1	0.93	2.0	1.4	5.5	20%	2.4	1309
COc1ccc(NC(=O)C2CCN(S(=O)(=O)c3cccc4cccnc34)CC2)cc1OC	13	6	i	-5	0.19	1046	/	-4	726	0.86	0.29	0.65	0.4	2.8	1.7	7.2	15%	-2.2	1075
CC1=CC(C/C(C)=C/COc2ccc3ccc(=O)oc3c2)OC1=O (stereo not drawn)	/	/	/	/	-0.32	706	i	-2	676	-0.26	-0.7	0.27	-0.43	/	/	/	-17%	3.0	1017
CSc1ccccc1NC(=O)Cn1nnc(-c2ccc(S(C)(=O)=O)cc2)n1	3	-47	i	-1	/	/	i	27	716	2	-0.23	1	-1	3.2	2.0	1.4	12%	1.6	1043
Cc1cc(C)c(OCC(=O)Nc2nnn(C)n2)c(Br)c1	2	1	i	4	0.24	1257	i	2	793	0.13	-0.23	0.77	-0.6	2.6	1.7	5.9	3%	3.2	1194
Cc1cc(NC(=O)CSc2nnc(-c3ccoc3C)o2)no1	-9	-3	i	13	0.23	1098	i	/	/	-0.024	-0.2	-0.15	0.73	4.3	2.4	0.9	-12%	-3.7	946
Cc1ccc(NC(=O)C(=O)NCc2ccc(/C=C(/C#N)C(=O)NCc3cccnc3)o2)cc1	3	7	i	2	1.6	1437	i	/	/	2.1	-0.048	1.5	-1	1.6	1.0	0.8	8%	-0.3	1310
